F508del corr = F508del CFTR correction, initial screen, CFBE line, single point; 350,000 tested, 0.36% active; CFBE cells, YFP halide quenching; stimulated with forskolin plus potentiator P3; % fluorescence drop versus neutral controls; activity (quench increase), % at 7.58 µM;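 active = mean added fluorescence quench of at least 8% versus neutral control, with both replicates also reaching 8%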;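 also: cells transiently co-express mutant CFTR-F508del with the halide-sensitive YFP; corrector assay measuring rescue of mutant channel to the surface after 24 h compound exposure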
ERAP1 HTS inh = human ERAP1 aminopeptidase inhibitors, primary screen, biochemical, single point, plate reader. recombinant ERAP1, Leu-AMC fluorescence, 60 min. inhibition, % at 10.7 µM. 340,000 tested, 0.15% active. Endoplasmic reticulum aminopeptidase 1 (Homo sapiens), Q9NZ08;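 active = mean replicate inhibition of at least 30%, or all replicates individually reaching that 30% level; inactive = mean below 30% and not every replicate reaching it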;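 also: 0% = neutral control wells and 100% = L-leucinethiol positive control wells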
RAD52 anneal inh = RAD52 DNA annealing inhibitors, primary screen, biochemical, FRET, single point, set 2; AID 651710, 2012; recombinant RAD52 DNA annealing, FRET fluorescence; 360,000 tested, 0.46% active; inhibition, % at 18.7 µM; DNA repair protein RAD52 homolog (Homo sapiens), P43351;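 active = every replicate showing at least 50% inhibition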
Xi reactivation = activators of inactive X chromosome reactivation, primary screen, imaging, XiGFP fibroblasts, GFP high-content imaging, set 2; XiGFP mouse fibroblasts, % GFP-positive cells imaging, 3 d; cells co-treated with 5-aza-dC sensitizer; scaled so ellipticine positive control = 100%; activation, % at 7.58 µM; 360,000 tested, 0.055% active; AID 743238, 2013;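 active = mean normalized replicate activation at least 10% and every replicate at or above 10%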;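 also: 0% = median of on-plate neutral control wells and 100% = ellipticine 6 µM median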
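System: 68-5-11 XiGFP fibroblast line; Timing: 3 days compound exposure; Compound dosing: one concentration, pinned; Benchmarks: positive control ellipticine, 6 µM final; Buffer or medium: DMEM containing 5-aza-dC.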
esBAF inh = Bmi1 luciferase reporter increase in mESCs, primary screen, esBAF inhibitor project, mouse ES cells, Bmi1 luciferase knock-in, single point; 24 h; 100% = twice the neutral-well signal; reporter increase, % at 12.5 µM; 350,000 tested, 2% active; AID 602393, 2012; in the data active = activation above about 40%;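 also: 0% = median of the plate's neutral control wells and 100% = double that signal; a rise in the Bmi1 reporter signal indicates esBAF inhibition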
RAD54 branch = inhibitors of human RAD54 branch migration, primary screen, biochemical, fluorescence, single point. DNA repair and recombination protein RAD54-like (Homo sapiens), Q92698. RAD54 Holliday junction branch migration, FAM/BHQ fluorescence. inhibition, % at 10.4 µM. 360,000 tested, 0.14% active;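 active = mean normalized replicate activity at least 40 and at least half of replicates scoring 40 or more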;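 also: 0% = median of neutral control wells and 100% = median of positive control wells; inhibitors cause a drop in the FAM fluorescence signal; in these data hits start at about 50%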
Target sequence (Q92698 whole entry, looked up): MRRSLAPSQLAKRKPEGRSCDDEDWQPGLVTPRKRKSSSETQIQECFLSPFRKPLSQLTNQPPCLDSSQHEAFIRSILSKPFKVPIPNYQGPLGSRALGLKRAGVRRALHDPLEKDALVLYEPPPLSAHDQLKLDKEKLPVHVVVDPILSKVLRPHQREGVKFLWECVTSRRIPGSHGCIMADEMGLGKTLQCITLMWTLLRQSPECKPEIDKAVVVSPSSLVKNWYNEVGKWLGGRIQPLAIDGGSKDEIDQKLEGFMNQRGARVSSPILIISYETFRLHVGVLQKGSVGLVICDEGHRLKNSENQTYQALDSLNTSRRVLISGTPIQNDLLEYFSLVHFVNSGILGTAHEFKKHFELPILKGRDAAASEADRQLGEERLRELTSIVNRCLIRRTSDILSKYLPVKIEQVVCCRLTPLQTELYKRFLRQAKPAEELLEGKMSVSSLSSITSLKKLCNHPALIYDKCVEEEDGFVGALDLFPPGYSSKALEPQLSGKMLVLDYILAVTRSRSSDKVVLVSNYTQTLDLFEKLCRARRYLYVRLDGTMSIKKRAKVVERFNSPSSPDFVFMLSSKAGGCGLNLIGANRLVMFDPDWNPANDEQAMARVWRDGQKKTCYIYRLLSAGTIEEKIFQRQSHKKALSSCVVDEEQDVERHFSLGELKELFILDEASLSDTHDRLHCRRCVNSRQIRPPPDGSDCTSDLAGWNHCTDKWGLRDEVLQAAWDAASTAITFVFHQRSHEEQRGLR
GSIS activator = GLuc luminescence reporter in INS-1E cells, primary screen for activators of glucose-dependent secretion of insulin | INS-1E GLuc reporter insulin secretion, 2-3 h | activation, % at 16.6 µM | AID 743287, 2014 | 370,000 tested, 0.61% active;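 active = lowest replicate activation of at least 40%, so every replicate reaches that level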;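 also: 0% = median of neutral control wells and 100% = median of IBMX positive control wells; some compounds called inactive have numbers as strong as hits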
ARNT-TACC3 inh = disruptors of ARNT/TACC3 protein interaction, primary screen, biochemical, AlphaScreen, single concentration; AlphaScreen His-ARNT PAS-B/GST-TACC3 binding, luminescence; TACC3 fragment carries E629A point mutation; Transforming acidic coiled-coil-containing protein 3 (Homo sapiens), Q9Y6A5; 390,000 tested, 0.66% active; inhibition, % at 9.99 µM; AID 623870, 2012;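 active = mean inhibition of replicates at least 50% and at least half of replicates each reaching 50%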;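 also: 0% = complete ARNT plus TACC3 wells and 100% = ARNT alone without TACC3; many hits fall short of the cut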
An asterisk follows results filed as active; / = no result given; & = joins results of further samples.

SMILES | F508del corr | ERAP1 HTS inh | RAD52 anneal inh | Xi reactivation | esBAF inh | RAD54 branch | GSIS activator | ARNT-TACC3 inh
C[C@H](CO)N1C[C@H](C)[C@@H](CN(C)C(=O)Nc2ccccc2)Oc2c(NS(=O)(=O)c3ccccc3)cccc2C1=O | -0.1&1.2 | -5&-6 | 29&2 | -1.0&0.4 | -4&-1 | 1&6 | 5&-6 | -7&2
Cc1ccc(-c2ccc3c(c2)O[C@@H](CN(C)Cc2ccccc2)[C@@H](C)CN([C@@H](C)CO)S3(=O)=O)cc1 | 1.9 | 3 | 9 | 6.3 | -2 | 0 | -11 | -1
Cc1ccccc1-c1cc(C(=O)N/N=C/c2cccnc2)c2ccccc2n1 | 1.0 | -1 | -23 | 0.1 | -6 | 3 | 6 | 6
CCOc1ccc(C2C(C(=O)c3ccco3)=C(O)C(=O)N2CCN2CCOCC2)cc1OCC (centres undefined) | 0.3 | 2 | -18 | 0.0 | 1 | -8 | 8 | -5
Nc1cnc(-c2ccccc2)nc1Cl | 0.2 | 1 | -10 | 0.0 | 36 | -6 | / | -2
Cc1ccc(-c2csc3ncn(CC(=O)OC(C)C)c(=O)c23)cc1 | -0.6 | 3 | 6 | 0.1 | -2 | -1 | -3 | -1
CCOC(=O)c1ccc(NC(=O)CSc2nnc(COc3ccccc3OC)n2C)cc1 | -1.3 | 2 | -8 | / | -4 | -4 | 34 | -6
O=C(N/N=C(\CC(=O)c1cccs1)C(F)(F)F)c1ccncc1 | -3.2 | 0 | -22 | 0.1 | / | 7 | 1 | 28
COc1ccc(/C=C/C(=O)NC(=S)Nc2ccc(S(N)(=O)=O)cc2)cc1 | 4.1 | 5 | -13 | 0.3 | -2 | -10 | -17 | -1
O=C(/C=C/c1ccco1)OCC(=O)N1CCCCC1 | 0.6 | 10 | -17 | -0.1 | 28 | 4 | / | 2
C[C@H](CO)N1C[C@H](C)[C@@H](CN(C)C(=O)Nc2ccccc2C(F)(F)F)OCc2cn(nn2)CCCC1=O | -3.0 | 0 | 20 | 0.8 | 1 | -1 | 6 | -5
O=C(NN=C1CCCC1)c1ccc(O)cc1O | 0.8 | 4 | -7 | 0.2 | 9 | 14 | 4 | 48*
Cc1ccc(NC2OC(C(O)CO)C(O)C2O)cc1[N+](=O)[O-] (centres undefined) | / | / | / | / | 7 | 6 | 16 | -10
N#C[C@@H]1[C@H](c2ccccc2-c2ccccc2)[C@H](CO)N1C(=O)NC1CCCCC1 | -1.5 | -1 | -6 | 0.2 | / | / | -9 | /
COc1ccccc1-c1nnc(SCC(=O)N2CC(C)CC(C)C2)o1 (centres undefined) | / | / | / | / | 0 | 1 | 6 | -9
COc1ccc(Cc2nc3ccc(C(=O)N(C)C(C)c4ccon4)cc3o2)cc1 (centres undefined) | 0.7 | -1 | -9 | 0.0 | 32 | 5 | -16 | 0
CC1CCCCC12NC(=O)N(CC(=O)Nc1ccc3c(c1)OCCCO3)C2=O (centres undefined) | 2.3 | 0 | -7 | 0.3 | 4 | -8 | -9 | -6
CS(=O)(=O)Nc1ccc2c(c1)ncn2CCc1ccccc1 | -0.9 | -2 | 2 | 0.0 | 0 | 0 | 24 | -2
CSc1ncccc1C(=O)Nc1nccs1 | -1.5 | -7 | 1 | -0.1 | -5 | -7 | -17 | 1
COc1ccc(C(=O)NC(CO)c2nnc(SCc3ccc(Cl)c(Cl)c3)n2C)cc1 (centres undefined) | / | / | / | / | 1 | -4 | -14 | -1
COc1cccc(-c2ccc3c(c2)O[C@H](CN(C)Cc2cncnc2)[C@H](C)CN([C@H](C)CO)S3(=O)=O)c1 | -2.6 | 0 | 15 | -1.2 | 2 | -6 | -6 | -4
O=C(COC(=O)c1cc(Cl)ccc1O)NCC1CCCO1 (centres undefined) | -0.8 | 3 | -7 | 0.0 | -2 | -5 | 9 | -3
N#C[C@H]1[C@H](c2ccc(C#CC3CCCC3)cc2)[C@@H](CO)N1C(=O)c1cccc(F)c1 | 0.7 | -1 | -21 | 0.0 | / | / | -2 | /
c1ccc(-c2ccc3c(n2)CCCN3Cc2ccccn2)cc1 | -1.6 | -13 | -30 | 0.9 | / | / | 1 | /
CCNC(=O)[C@@H]1[C@@H](CO)[C@@H]2Cn3c(ccc(-c4ccncc4)c3=O)[C@H]1N2Cc1ccccc1 | 0.3 | 2 | -16 | 0.1 | 0 | 12 | 6 | -12
O=C(Nc1ccnn1C1CCN(Cc2cccc(F)c2F)CC1)C1CCCC1 | -2.2 | 2 | -7 | 0.1 | 2 | 3 | -17 | 2
C[C@H](O)C#Cc1cnc2c(c1)C(=O)N([C@H](C)CO)C[C@H](C)[C@@H](CN(C)C(=O)CN1CCOCC1)O2 | 1.5 | 3 | -6 | 0.6 | -1 | 1 | 19 | 0
Oc1oc(-c2ccccc2Br)nc1C=Nc1ccc(Br)cn1 | -1.5 | -2 | -7 | -0.1 | 0 | 1 | 16 | 1
O=C(Cc1ccc(S(=O)(=O)N2CCOCC2)s1)NCCOc1ccccc1F | 3.4 | 5 | -10 | 0.0 | / | / | 12 | 3
N/C(=N\OC(=O)CCC1CCCC1)c1ccc(Br)cc1 | 1.9 | -2 | -14 | 0.8 | 25 | 1 | 5 | -2
N#C[C@@H]1[C@H](c2ccc(C3=CCCC3)cc2)[C@@H](CO)N1c1nc(-c2ccccc2)cs1 | -0.1 | 1 | -19 | 0.1 | / | / | -11 | /
CCOC(=O)c1cc(NC(=O)c2cnccn2)cc(C(=O)OCC)c1 | / | / | / | / | -14 | 7 | 86* | -3
COc1cccc(NC(=O)COC(=O)COc2ccccc2[N+](=O)[O-])c1 | / | / | / | -0.1 | / | -4 | -5 | -2
C[C@@H]1CN([C@@H](C)CO)C(=O)CCCn2nncc2CO[C@H]1CN(C)C(=O)CCC(F)(F)F | -0.6&-1.0&0.1 | 20&2&-1 | -2&1&-8 | 0.1&0.4 | -6&1&-5 | -1&5&-1 | -6&4 | -10&-1
CSc1cccc(NC(=O)c2cc(S(=O)(=O)N3CCCC3)cn2C)c1 | -3.9 | -3 | -3 | -0.1 | -7 | 8 | / | 1
COc1ccc(S(=O)(=O)N2CCN(c3cnccn3)CC2)cc1 | 2.3 | 5 | -5 | -0.1 | -1 | 4 | 12 | -1
Cc1ccccc1NC(=O)N1CCN(S(=O)(=O)c2ccccc2)CC1 | -1.2 | 2 | -4 | 0.0 | -2 | / | -7 | -3
COC(=O)COc1ccc(-c2nccc(-c3ccc(Br)cc3)n2)cc1 | -4.5 | 0 | -5 | 0.0 | -9 | 8 | -20 | -5
COc1ccc(NC(=O)CCS(=O)(=O)c2cc3c(cc2C)NC(=O)CO3)cc1 | -3.0 | 2 | -6 | -0.1 | -7 | -2 | / | 3
COC(=O)c1ccc(COc2ccc(-c3nnn(CC(=O)NC(C)(C)C)n3)cc2)cc1 | / | / | / | 1.2 | / | -6 | 10 | 4
C[C@H]1CN([C@@H](C)CO)C(=O)c2cc(NS(=O)(=O)c3ccc(F)cc3)ccc2O[C@@H]1CN(C)S(=O)(=O)c1ccc(F)cc1 | -0.3 | 0 | 5 | 0.4 | 2 | 2 | 6 | -4
C[C@@H]1CN([C@H](C)CO)C(=O)c2cccc(NS(=O)(=O)c3ccccc3)c2O[C@H]1CN(C)Cc1ccc(C(=O)O)cc1 | 0.3 | -2 | 1 | -0.2 | 3 | -1 | 23 | -11
CCOc1ccc(N(CC(=O)Nc2cccc(OC)c2)S(=O)(=O)c2c(C)noc2C)cc1 | 0.9 | -4 | -6 | -0.2 | 4 | 0 | -25 | -6
O=S(=O)(c1cccc(F)c1)N1CCN(c2ncnc3scc(-c4ccc(F)cc4)c23)CC1 | -0.6 | / | -14 | 0.0 | / | -11 | -44 | 9
COc1ccc(-n2nc(C)c3onc(C)c3c2=O)cc1 | -0.8 | / | -17 | 0.0 | / | 1 | / | /
C[C@H](NC(=O)C[C@H]1C[C@H]2c3cc(NC(=O)Nc4ccc(C(F)(F)F)cc4)ccc3O[C@H]2[C@@H](CO)O1)c1ccccc1 | 0.5 | 1 | 11 | 0.1 | 4 | -3 | 3 | -1
C[C@H](CO)N1C[C@H](C)[C@@H](CN(C)C)Oc2ncc(-c3cccc(C(=O)N(C)C)c3)cc2C1=O | 0.3 | -2 | -1 | -1.0 | 3 | 8 | 31 | -7
COC(=O)c1ccc(OCc2cc(=O)n3ccsc3n2)cc1 | / | 1 | -24 | 0.1 | / | / | / | 11
COc1ccc(N(C(=O)CNC(=O)c2ccco2)C(C(=O)NCC2CCCO2)c2ccccc2)cc1OC (centres undefined) | -2.3 | -3 | -16 | / | -1 | 6 | -1 | -13
Cc1ccc2nc3c(nc2c1C)CCCC3 | -2.4 | 0 | -10 | 0.0 | 7 | 6 | 1 | -3
CCc1nc2ccc(C(=O)NCCOc3ccc(OC)cc3)cn2c1N(C)Cc1nccn1C | 2.2 | -3 | -10 | 0.2 | -7 | -7 | 4 | /
COC(=O)[C@H](CCSC)NC(=O)c1cc2c(cn1)[nH]c1ccccc12 | -0.6 | 5 | -14 | 0.3 | -7 | 4 | 1 | 0
C[C@H](CO)N1C[C@H](C)[C@@H](CN(C)C(=O)c2ccncc2)OCCCC[C@H](C)Oc2ccc(NS(=O)(=O)c3cn(C)cn3)cc2C1=O | 2.3 | -2 | -3 | 0.4 | -1 | 11 | 6 | -2
COc1cccc(CNC(=O)COC(=O)c2cc(Br)c(Br)s2)c1 | -0.2 | 3 | -5 | 0.1 | 4 | 0 | 9 | -11
CN(C)C(=O)c1cccc(-c2ccc([C@H]3[C@H]4CN(C(=O)C5CCCC5)CC(=O)N4[C@H]3CO)cc2)c1 | 0.8 | -2 | -3 | 0.1 | / | / | -4 | /
[O-]/C(=C(\C(=S)Nc1ccc(SC(F)F)cc1)[n+]1ccccc1)c1ccc(Cl)cc1Cl | 1.8 | 4 | -18 | 0.0 | 19 | 2 | 2 | 6
CC(=O)Nc1cccc(OCC(=O)NC(C)c2ccc3ccccc3c2)c1 (centres undefined) | -0.7 | 2 | -3 | 0.2 | 1 | -20 | 10 | 6
Cc1oc(-c2ccccc2)nc1CS(=O)CC(=O)NC1CCCC1 (centres undefined) | -0.3 | 0 | -10 | 0.0 | 4 | 7 | / | -3
COc1ccc(C(=O)NC2CCSc3ccccc32)cc1 (centres undefined) | 2.1 | 0 | -9 | 0.0 | 25 | 0 | 22 | 0
CCNC(=O)C[C@@H]1CC[C@H]2[C@@H](COc3ccc(NC(=O)Cc4cccs4)cc3C(=O)N2C)O1 | -2.9 | 0 | 0 | 0.1 | -1 | 9 | 5 | 2
CN(C)S(=O)(=O)c1ccc(Cl)c(C(=O)NNC(=O)Cc2nc3ccccc3n2C)c1 | 0.8 | -5 | -15 | 0.0 | 0 | 4 | 10 | 17
CCOC(=O)C1CCCN(CCC(=O)Nc2cc(C)cc(C)c2)C1 (centres undefined) | 1.5 | -1 | -13 | 0.3 | / | / | 3 | -2

Bioassay records (PubChem BioAssay)
